EPAC2 ag = agonists of human EPAC2 (RAPGEF4); Q8WZA2; EPAC2 activation, biochemical qHTS; response scale: 100% = 6.5 mM cAMP response; Potency, µM (top dose mostly 154 µM), without a hit: at the highest dose activation, usual class: activators; 0.079% of 360,000 active; AID 720711; note: potency is the fitted concentration of half-maximal effect; nearly all actives have a fitted effect of over 50% in size
Target sequence (Q8WZA2 whole entry, looked up): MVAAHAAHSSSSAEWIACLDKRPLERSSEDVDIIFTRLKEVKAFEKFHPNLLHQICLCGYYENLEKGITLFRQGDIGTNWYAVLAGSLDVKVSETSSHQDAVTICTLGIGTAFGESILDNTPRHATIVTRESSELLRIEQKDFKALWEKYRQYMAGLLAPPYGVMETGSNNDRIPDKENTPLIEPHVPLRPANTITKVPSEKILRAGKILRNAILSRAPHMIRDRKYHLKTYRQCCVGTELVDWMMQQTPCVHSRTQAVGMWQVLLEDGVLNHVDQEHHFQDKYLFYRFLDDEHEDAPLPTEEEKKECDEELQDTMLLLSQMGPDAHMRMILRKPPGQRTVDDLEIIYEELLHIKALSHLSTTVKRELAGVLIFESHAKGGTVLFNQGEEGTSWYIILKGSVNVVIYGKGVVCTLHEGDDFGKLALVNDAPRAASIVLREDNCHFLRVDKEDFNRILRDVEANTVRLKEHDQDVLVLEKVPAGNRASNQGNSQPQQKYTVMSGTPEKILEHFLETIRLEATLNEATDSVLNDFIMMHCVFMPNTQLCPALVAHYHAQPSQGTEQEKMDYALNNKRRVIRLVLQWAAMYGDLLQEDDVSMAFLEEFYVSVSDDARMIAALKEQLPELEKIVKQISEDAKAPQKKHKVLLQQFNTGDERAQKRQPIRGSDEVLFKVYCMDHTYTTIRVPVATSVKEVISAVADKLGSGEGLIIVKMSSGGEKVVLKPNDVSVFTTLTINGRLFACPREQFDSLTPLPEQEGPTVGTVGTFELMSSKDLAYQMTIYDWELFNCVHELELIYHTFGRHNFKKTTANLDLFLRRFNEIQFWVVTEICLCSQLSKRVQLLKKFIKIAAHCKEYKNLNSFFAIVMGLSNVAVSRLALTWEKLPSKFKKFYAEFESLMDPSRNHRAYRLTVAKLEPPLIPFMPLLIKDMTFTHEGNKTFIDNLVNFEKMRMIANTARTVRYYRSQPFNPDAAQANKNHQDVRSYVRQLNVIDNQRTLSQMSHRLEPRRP
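Readout is BODIPY fluorescence (480 nm excitation, 540 nm emission), which falls as labeled GDP is exchanged off Rap1B. EPAC2 at 100 nM acted on 250 nM RAP1B-BODIPY-GDP with 50 uM GDP present.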
TGFb inhibitor = inhibitors of TGF-b signaling; HepG2 CAGA-GFP TGF-b/SMAD3 reporter, GFP fluorescence, 18 h; TGF-beta stimulated, 500 pg/mL final; Potency, µM (doses to about 46.1 µM), without a hit: at the top dose activity, negative = inhibition, hits mostly inhibitors; 1.2% of 410,000 active; AID 588855; note: potency is the fitted concentration of half-maximal effect; % is set by controls: 0 for no effect and ±100 for the full control effect; nearly all actives have a fitted effect of over 65% in size
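Read-out: total well GFP (ex488/em500-530) summed from mean per-cell fluorescence. Cells: HEPG2 CAGA-GFP, 1% FBS DMEM, 18 h at 37 degrees C with 500 pg/mL final TGF-beta. Unstimulated wells served as the full-inhibition control; stimulated DMSO wells = 0%.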
Nrf2 inh = Nrf2 pathway inhibition | A549 ARE-Fluc reporter, luciferase luminescence, 18-24 h | AID 504444 | 2.1% of 360,000 active | Potency, µM (top dose mostly 46 µM), for inactives: at the highest dose activity change, negative = inhibition, hits mostly inhibitors; note: potency is the fitted concentration of half-maximal effect; % is set by controls: 0 for no effect and ±100 for the full control effect; nearly all actives have a fitted effect of over 60% in size
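Reporter: ARE-Fluc in A549. Exposure: 18-24 h, 37 °C, 5% CO2, 5% FBS OPTI-MEM. Readouts: fluorescent cytotoxicity (CellTiter-Fluor), then luminescent Nrf2 signal after BugLite.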
IL2 activator = IL-2 activation; 0.065% of 360,000 active; IL-2 activation reporter assay, cell-based qHTS; stimulated with anti-CD3/CD4/CD28 beads; in transgenic mouse T cells; AID 652025; activation, % (series mostly up to about 46 µM); in the data active = activation above about 50%; inconclusive = mostly about 30% to 49%; note: 0% is about no effect
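Using fluorescent plate cytometry, EGFP and DsRed are detected in transgenic mouse T cells stimulated 18 h at 37 degrees C with antibody-coated beads after 60 min compound pretreatment.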
ATXN2 expr inh = ATXN2 expression inhibition; 0.72% of 360,000 active; Potency, µM (highest dose often 57 µM), without a hit: at the highest dose activity change, negative = inhibition, actives largely listed as inhibitors; HEK-293 ATXN2-luciferase reporter, luminescence, 24 h; note: potency is the fitted concentration of half-maximal effect; % is set by controls: 0 for no effect and ±100 for the full control effect; nearly all actives have a fitted effect of over 55% in size
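qHTS (up to 57 uM final) was run with 24 h compound exposure of reporter cells at 37 °C. Each well was multiplexed: SteadyGlo luminescence measured ATXN2-luciferase expression after a fluorogenic Gly-Phe-AFC viability readout (25 uM final).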
S2 tox = cell viability loss in ATXN counter-screen; S2 cells (HEK-293 line with an ATXN2-luciferase reporter) viability, CellTiter-Fluor protease fluorescence, 24 h; Potency, µM (doses to about 56.7 µM), hits mostly cytotoxic; 0.49% of 400,000 active; AID 651635; note: potency is the fitted concentration of half-maximal effect; nearly all actives have a fitted effect of over 40% in size
HepG2 viability = HepG2 cytotoxicity, counter-screen for TGF-b inhibitors; Potency, µM (top dose mostly 46.1 µM), without a hit: top-dose activity change, negative = cytotoxicity, most hits filed as cytotoxic; HepG2 CAGA-GFP viability, ATP luminescence, 18 h; 0.76% of 410,000 active; AID 588856; note: potency is the fitted concentration of half-maximal effect; some results filed as inactive show a strong effect at the top dose
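HepG2 CAGA-GFP cells (1000/well, DMEM with 1% FBS) received compound, then TGF-beta at 500 pg/mL final, and were incubated 18 hours at 37 degrees C. Viability was read by CellTiter-Glo luminescence. Media-only wells were set as complete cell-killing and DMSO as no toxicity.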
A549 tox = counter-screen for Nrf2 inhibitors: cytotoxicity in A549 cells; A549 ARE-Fluc cells, CellTiter-Fluor viability, 18-24 h; Potency, µM (doses to about 46 µM), for the others: at the highest dose activity change, negative = cytotoxicity, actives largely listed as inhibitors; 0.16% of 390,000 active; note: potency is the fitted concentration of half-maximal effect; % is set by controls: 0 for no effect and ±100 for the full control effect
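A549 ARE-Fluc cells in 5% FBS OPTI-MEM, 5000 cells/well, rested 2 h then exposed to compounds in concentration-response for 18-24 h at 37 °C. Viability by CellTiter-Fluor fluorescence (Ex 405/Em 525) after 30 min; luciferase luminescence (BugLite, 15 min, RT) read afterwards.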
Nrf2 ARE act = activates Nrf2 signaling; AREc32 ARE-luciferase reporter (MCF7-derived line), luminescence, 24 h; Potency, µM (highest dose often 46.1 µM), for inactives: at the highest dose activation, most hits filed as activators; 0.31% of 410,000 active; AID 624171; note: potency is the fitted concentration of half-maximal effect; % of control where 0% means no effect; nearly all actives have a fitted effect of over 65% in size
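Steps: seed AREc32_Fluc cells (1000/well, 5% FBS OPTI-MEM); incubate overnight at 37 deg C; add 23 nL compound; incubate 24 hr; add Steady-Glo; hold 30 min RT; read luminescence.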
* hit, by the source's call; i = inactive; ? = inconclusive; . = not tested or not shown; & = joins results of further samples; [ ] = dose if it differs, or a comment. Unless noted, calls come from the whole dose curve; as a rule, active = well fitted curve in the direction sought with a large enough effect; inconclusive = small, poorly fitted or top-dose-only effect, or another doubt; inactive = no such curve, though single readings can be large; an effect the other way counts as inactive or inconclusive.

Results follow in this order: EPAC2 ag	TGFb inhibitor	Nrf2 inh	IL2 activator	ATXN2 expr inh	S2 tox	HepG2 viability	A549 tox	Nrf2 ARE act
- O=[N+]([O-])c1ccccc1/C=N/N1CCN(c2ccccn2)CC1
  2%	1%	20%	0.6	48%[activator]	i	-29%	9%	4.1%
- O=C(COC(=O)c1ccc(-c2ccc([N+](=O)[O-])cc2)o1)NC(=O)NC12CC3CC(CC(C3)C1)C2
  10%	-4%	5%	-0.8	0%	i	-6%	3%	2.8%
- COCCCn1c(SCC(=O)Nc2ccc(C(C)=O)cc2)nc2ccccc2c1=O
  6%	17%	4%	-3.0	69%[activator]	i	-25%	?	4.4%
- O=C(CNC(=O)c1ccc2ccccc2c1)NCc1ccccc1F
  2%	-11%	-16%	-3.5	-19%	i	-17%	-3%	0.4%
- Clc1cccc(Cl)c1CSc1nnc(/C=C/c2ccccc2)o1
  11%	10%	.	0.2	17%	i	-5%	2%	1.3%
- Cc1ccc(/C=C/C(=O)Nc2ccncc2)o1
  -5%	-2%	-15%	-2.1	6%	i	7%	6%	5.1%
- COc1cc(Br)c(C2CC(=O)Nc3cc(OC)c(OC)c(OC)c32)cc1OC (configuration not stated)
  .	0%	-7%	.	5%	i	-11%	2%	1.0%
- O=C(Nc1ccccc1Cl)C1CCN(c2nc3ccccc3[nH]2)CC1
  .	-16%	.	.	.	.	-8%	-5%	0.0%
- COc1ccccc1C(=O)OCCCN=C1NS(=O)(=O)c2ccccc21
  9%	14%	-9%	-0.5	11%	i	7%	-3%	-0.5%
- Cc1ccc(CN(C)C(=O)C2CCN(C(=O)Nc3ccccc3)CC2)o1
  7%	5%	-1%	0.9	-11%	i	-5%	0%	-0.3%
- COc1cccc(N2CCN(C(=O)CCS(=O)(=O)c3ccc4c(c3)oc(=O)n4C)CC2)c1
  8%	15%&-10%	21%&18%	-2.7	8%&-1%	?	-7%&5%	5%&1%	-0.4%&3.8%
- Cc1cccc(C)c1NC(=O)CN(c1c(C)cccc1C)S(C)(=O)=O
  8%	-5%	.	3.4	.	i	-3%	.	0.3%
- Cc1cc(C)cc(NC(=O)CSc2cc(C(=O)c3nccn3C)c3ccccc3n2)c1
  -7%	0%	?	-2.9	-21%	i	0%	-4%	-0.5%
- O=C(CSc1ccc(-c2ccncc2)nn1)N1CCN(c2ccccc2)CC1
  6%	-2%	-24%	0.4	-32%	i	-7%	2%	-0.1%
- O=C1Nc2ccc(Cl)cc2C12OCCCO2
  5%	11%	-12%	-1.2	3%	i	6%	1%	-0.2%
- Cc1c(C(=O)OCc2ccccc2)nnn1-c1nonc1N
  2%	-3%	3%	0.1	-1%	i	-19%	-1%	-0.1%
- CCOc1cc(N2CCOCC2)c(OCC)cc1NC1=NCCCCC1
  -7%	?	-8%	2.1	-9%	i	4%	-7%	0.2%
- COC(=O)c1ccc(-c2sc3nc(N4CCOCC4)c4c(c3c2N)CCCC4)o1
  6%	9%	?	-0.1	-10%	.	-13%	?	0.2%
- COc1ccc2oc(=N)c(C(=O)Nc3ccc(Cl)cc3)cc2c1
  17%	127%[activator]	1%	1.6	-2%	i	-1%	9%	0.5%
- CCOc1ccc(NC(=O)C(Cc2ccccc2)NC(=O)C2CCCCC2)cc1 (configuration not stated)
  12%	7%	3%	-0.4	2%	i	7%	7%	-0.7%
- COc1ccc(Br)c(Cn2c(C)c(C(=O)NCc3cccs3)sc2=O)c1
  6%	-7%	.	-0.3	-27%	i	1%	.	0.9%
- CC1CCN(c2oc(/C=C/c3ccc(F)cc3)nc2C#N)CC1
  .	9%	-10%	.	26%	i	-6%	15%	2.9%
- CC1=C(C(=O)Nc2ccccc2)C(c2cccs2)NC(=O)N1 (configuration not stated)
  8%	-5%	-5%	1.2	.	i	3%	-9%	0.2%
- COc1ccccc1CNC(=O)CCCc1ccccc1
  0%	6%	6%	0.5	16%	i	-4%	1%	3.5%
- CCCCC(=O)Nc1cc(NC(=O)CC)ccc1Cl
  -2%	7%	13%	1.4	2%	i	-22%	1%	-1.0%
- CCOC(=O)Cc1ccc(NC(=O)N2CCSc3ccccc32)cc1
  .	?	-6%	.	.	.	-9%	11%	0.2%
- Cc1ccc(NC(=O)CCNC(=O)c2ccc(Cl)cc2)cc1C
  4%	2%	3%	-0.6	-10%	i	-1%	-6%	-0.6%
- CCO/C=N/c1c(C#N)c(CC#N)nn1-c1ccccc1
  -3%	2%	-14%	2.7	1%	i	-6%	0%	-0.4%
- Cc1ccc(Cl)cc1N1CCN(C(=O)C2CCN(S(=O)(=O)c3cn(C)cn3)CC2)CC1
  .	29%	.	.	.	.	-20%	-8%	0.6%
- CCOCCc1nn2c(=O)cc(COC(=O)c3ccc(NC(=O)c4cccs4)cc3)nc2s1
  .	-7%	.	.	5%	i	-10%	19%	-0.6%
- CN(C)S(=O)(=O)c1ccc(Cl)c(NC(=O)COC(=O)CNC(=O)c2ccco2)c1
  8%	3%	?	1.0	-5%	i	1%	6%	-0.6%
- Cc1cc(C)n(S(=O)(=O)c2ccc(F)cc2)n1
  6%	-4%	-3%	-0.2	.	i	-11%	-1%	-0.8%
- CCCCc1ccc(S(=O)(=O)NC(=O)C2(C)CCN2C(=O)c2c(C)noc2C)cc1 (configuration not stated)
  11%	1%	.	0.3	2%	i	-16%	.	-0.8%
- CCOc1ccc(/C=C(\C#N)C(=O)NCC2CCCO2)cc1OCC (configuration not stated)
  5%	4%	-3%	-2.7	2%	i	-9%	-3%	4.3%
- CCOc1ccc(C(=O)NCC2CCN(CC3CCCCC3)CC2)cc1
  1%	4%	3%	-0.7	-2%	?	-3%	9%	-0.8%
- Cc1cccc(C)c1NC(=O)CN1CCNCC1
  0%	-8%	.	2.0	-10%	i	-17%	-1%	0.6%
- CC1CC(C)CN(C(=O)Cn2nnc(-c3ccc(Br)cc3)n2)C1 (configuration not stated)
  -2%	-1%	-16%	-0.2	-8%	i	-17%	1%	-0.4%
- O=S(=O)(Nc1cccc(-n2cnnn2)c1)c1ccccc1C(F)(F)F
  4%	-3%	5%	-1.8	-6%	i	1%	-9%	4.9%
- Cn1nnc(NC(=O)c2cccs2)n1
  -5%	1%	-19%	-0.3	1%[11.3 µM]	i	2%	0%	-0.2%
- Cc1ccc(CNC(=O)CC(NC(=O)c2ccccc2)c2ccccc2)cc1 (configuration not stated)
  4%	-1%	2%	0.9	1%	i	-20%	-1%	-0.5%
- CCOC(=O)C1CCN(C(=O)COc2ccc(C(=O)c3ccccc3)cc2)CC1
  11%	19%	-5%	0.2	-1%	i	-2%	8%	-0.3%
- COc1ccc2oc(C(=O)OCC(=O)N3CCN(C(C)=O)CC3)c(C)c2c1
  6%	-20%	3%	-2.3	2%	i	-1%	0%	0.6%
- O=C(OC(C(=O)NCc1ccc2c(c1)OCO2)c1ccccc1F)c1ccco1 (configuration not stated)
  0%	-16%	9%	-0.2	-21%	?	-29%	-5%	0.2%
- O=C(CN1CCC(NC(=O)Nc2ccccc2)CC1)Nc1ccc([N+](=O)[O-])cc1
  -1%	-2%	-1%	0.9	-25%	i	-3%	-6%	6.0%
- CCN1CCN(c2ccc(S(=O)(=O)N3CCOCC3)cc2NC(=O)COc2ccc(F)cc2Cl)CC1
  4%	0%	10%	-2.1	-10%	i	2%	-10%	4.2%
- CCOC(=O)c1c(C)nn(-c2ccc(NC(=O)CSCC(=O)O)cc2)c1C
  -1%	0%	17%	-0.6	4%	i	-49%	0%	0.0%
- O=C(Nc1cnc(N2CCN(c3ccccc3)CC2)c(C(=O)O)c1)c1cccs1
  .	-3%	.	.	5%	i	4%	0%	-0.4%
- Cc1ccc(OCC(=O)NNC(=O)Nc2ccc(Cl)cc2)c(Br)c1
  1%	21%	-15%	-0.5	-15%	?	-34%	-5%	0.2%
- COc1ccccc1C(=O)NC(=O)COC(=O)c1ccc(Cl)cc1[N+](=O)[O-]
  11%	5%	-12%	-3.1	-6%	i	-5%	-1%	0.1%
- COc1ccc(C(=O)NCCSCc2ccc(Cl)cc2)cc1OC
  20%	6%	-14%	-0.5	-57%	?	30%	5%	-0.5%
- Cc1ccc(NC(=O)c2cncc(Br)c2)nc1
  7%	0%	19%	-3.7	0%	i	3%	9%	0.3%

Reformatted with bars between the fields: entries from further up.
structure | EPAC2 ag | TGFb inhibitor | Nrf2 inh | IL2 activator | ATXN2 expr inh | S2 tox | HepG2 viability | A549 tox | Nrf2 ARE act
Cc1c(C(=O)OCc2ccccc2)nnn1-c1nonc1N | 2% | -3% | 3% | 0.1 | -1% | i | -19% | -1% | -0.1%
CCOc1cc(N2CCOCC2)c(OCC)cc1NC1=NCCCCC1 | -7% | ? | -8% | 2.1 | -9% | i | 4% | -7% | 0.2%
COC(=O)c1ccc(-c2sc3nc(N4CCOCC4)c4c(c3c2N)CCCC4)o1 | 6% | 9% | ? | -0.1 | -10% | . | -13% | ? | 0.2%
COc1ccc2oc(=N)c(C(=O)Nc3ccc(Cl)cc3)cc2c1 | 17% | 127%[activator] | 1% | 1.6 | -2% | i | -1% | 9% | 0.5%
CCOc1ccc(NC(=O)C(Cc2ccccc2)NC(=O)C2CCCCC2)cc1 (configuration not stated) | 12% | 7% | 3% | -0.4 | 2% | i | 7% | 7% | -0.7%

Assay outcomes: PubChem, National Center for Advancing Translational Sciences (NCATS)
